Apoferritin bind = binds horse apoferritin like a general anesthetic; apoferritin/1-aminoanthracene competitive binding, fluorescence; 0.074% of 350,000 active; AID 485281; Potency, µM (titrated, usually from 77.5 µM), for the others: at the highest dose activity change, negative = displacement, most hits filed as inhibitors; P02791; note: potency is the fitted concentration of half-maximal effect; % is set by controls: 0 for no effect and ±100 for the full control effect; nearly all actives have a fitted effect of over 20% in size
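Horse-spleen apoferritin (10 uM) in 50% saturated 1-aminoanthracene in PBS was incubated 10 min at room temperature with compound. Fluorescence (ex 380, em 535 nm) was normalized to free and bound 1-AMA, with concentration-response fitted by a four-parameter Hill equation.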
Tb PGK inh = inhibitors of T. brucei phosphoglycerate kinase; 0.043% of 380,000 active; Potency, µM (top dose mostly 57.5 µM), inactives show top-dose activity change, negative = inhibition, usual class: inhibitors; PGK/GAPDH coupled, Kinase-Glo luminescence, 60 min; note: potency is the fitted concentration of half-maximal effect; % is set by controls: 0 for no effect and ±100 for the full control effect; nearly all actives have a fitted effect of over 60% in size
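Luminescent ATP detection (Kinase-Glo Plus) follows a 60-minute room-temperature incubation, with wells lacking PGK as controls. Buffer: 100 mM TEA (pH 7.6), 5 mM MgCl2, 0.01% Tween-20. Coupling enzyme GAPDH (100 nM final) supplies unstable 1,3-BPG in-well.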
Pol kappa inh = blocks human DNA polymerase kappa activity; Q9UBT6; purified Pol kappa, fluorescent DNA synthesis assay, 10 min; Potency, µM (doses to about 107 µM), inactives show top-dose activity, negative = inhibition, usual class: inhibitors; 0.53% of 400,000 active; note: potency is the fitted concentration of half-maximal effect; % is set by controls: 0 for no effect and ±100 for the full control effect
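Here, compound and 10 nM enzyme are combined for 15 min at room temperature; adding 50 nM substrate (final) starts DNA synthesis, tracked by fluorescence at 0 and 10 min against buffer-only wells.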
Pol beta inh = DNA polymerase beta (human) inhibition; P06746; Pol beta primer extension/strand displacement, fluorescence kinetic; Potency, µM (series often up to 114 µM), for the others: at the top dose activity change, negative = inhibition, hits mostly inhibitors; 1.3% of 340,000 active; AID 485314; note: potency is the fitted concentration of half-maximal effect; % is set by controls: 0 for no effect and ±100 for the full control effect
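Human Pol beta at 10 nM; strand-displacement substrate 50 nM final. Compound exposure 15 min at room temperature before start, reaction 10 min at room temperature.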
Pol eta inh = DNA polymerase eta (human) inhibition. Q9Y253. recombinant Pol eta, fluorescent DNA replication assay. Potency, µM (doses to about 114 µM), inactives show at the top dose activity change, negative = inhibition, actives largely listed as inhibitors. 1.2% of 390,000 active. AID 588591; note: potency is the fitted concentration of half-maximal effect; % is set by controls: 0 for no effect and ±100 for the full control effect
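Fluorescent replication assay: 50 nM final substrate added after a 15 min room-temperature compound preincubation with 10 nM enzyme. Signal taken at 0 min and again at 10 min.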
BLM helicase inh = inhibitors of human Bloom syndrome helicase BLM | 0.2% of 350,000 active | AID 2528 | P54132 | Potency, µM (highest dose often 56.1 µM), for the others: top-dose activity change, negative = inhibition, usual class: inhibitors | recombinant BLM DNA unwinding, fluorescence dequenching;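 note: potency is the fitted concentration of half-maximal effect; plate controls were vehicle for no effect and no enzyme for full effect; nearly all actives have a fitted effect of over 35% in size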
POLI inh = inhibitors of human DNA polymerase iota; 1% of 390,000 active; Pol iota fluorescent replication assay, 10 min; Potency, µM (series often up to 115 µM), for inactives: top-dose activity, negative = inhibition, hits mostly inhibitors; note: potency is the fitted concentration of half-maximal effect
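Pol iota at 10 nM preincubated 15 min with compounds at room temperature; reaction started with fluorescent substrate, 50 nM final. Fluorescence read kinetically at 0 and 10 min; buffer-only wells as negative control.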
APE1 inh = blocks human APE1 abasic DNA cleavage; Potency, µM (top dose mostly 65.8 µM), without a hit: at the top dose activity change, negative = inhibition, hits mostly inhibitors; recombinant APE1, TAMRA/BHQ-2 abasic DNA cleavage fluorescence; 0.35% of 350,000 active;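 note: potency is the fitted concentration of half-maximal effect; plate controls were vehicle for no effect and reference inhibitor for full effect; nearly all actives have a fitted effect of over 55% in size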
Target sequence (P27695 whole entry, looked up): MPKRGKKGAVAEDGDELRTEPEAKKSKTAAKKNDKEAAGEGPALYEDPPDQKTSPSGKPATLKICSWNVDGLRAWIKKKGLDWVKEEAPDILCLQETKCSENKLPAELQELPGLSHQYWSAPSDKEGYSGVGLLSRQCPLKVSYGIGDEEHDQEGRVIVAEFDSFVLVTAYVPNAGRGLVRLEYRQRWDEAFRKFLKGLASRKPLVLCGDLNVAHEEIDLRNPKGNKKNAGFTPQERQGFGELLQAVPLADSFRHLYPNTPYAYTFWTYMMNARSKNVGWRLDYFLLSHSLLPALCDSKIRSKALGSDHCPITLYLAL
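Kinetic fluorescence read (525 ex/598 em nm, three reads 60 s apart) of AP-site incision; signal = third minus first read. Enzyme 0.75 nM, dual-labelled THF duplex 50 nM, compound preincubation 15 min RT.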
RXFP1 antagonist = antagonists of human relaxin receptor RXFP1; 0.59% of 350,000 active; Q9HBX9; HEK293-RXFP1, relaxin-stimulated cAMP HTRF, 30 min; active compounds read low; activity change, negative = inhibition, % at 57.5 µM;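 active = activity change of -60% or lower, but not beyond a set lower limit; inconclusive = change between -60% and -40%, or beyond the set limit; inactive = change above -40%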; note: % is set by controls: 0 for no effect and ±100 for the full control effect
Target sequence (Q9HBX9 whole entry, looked up): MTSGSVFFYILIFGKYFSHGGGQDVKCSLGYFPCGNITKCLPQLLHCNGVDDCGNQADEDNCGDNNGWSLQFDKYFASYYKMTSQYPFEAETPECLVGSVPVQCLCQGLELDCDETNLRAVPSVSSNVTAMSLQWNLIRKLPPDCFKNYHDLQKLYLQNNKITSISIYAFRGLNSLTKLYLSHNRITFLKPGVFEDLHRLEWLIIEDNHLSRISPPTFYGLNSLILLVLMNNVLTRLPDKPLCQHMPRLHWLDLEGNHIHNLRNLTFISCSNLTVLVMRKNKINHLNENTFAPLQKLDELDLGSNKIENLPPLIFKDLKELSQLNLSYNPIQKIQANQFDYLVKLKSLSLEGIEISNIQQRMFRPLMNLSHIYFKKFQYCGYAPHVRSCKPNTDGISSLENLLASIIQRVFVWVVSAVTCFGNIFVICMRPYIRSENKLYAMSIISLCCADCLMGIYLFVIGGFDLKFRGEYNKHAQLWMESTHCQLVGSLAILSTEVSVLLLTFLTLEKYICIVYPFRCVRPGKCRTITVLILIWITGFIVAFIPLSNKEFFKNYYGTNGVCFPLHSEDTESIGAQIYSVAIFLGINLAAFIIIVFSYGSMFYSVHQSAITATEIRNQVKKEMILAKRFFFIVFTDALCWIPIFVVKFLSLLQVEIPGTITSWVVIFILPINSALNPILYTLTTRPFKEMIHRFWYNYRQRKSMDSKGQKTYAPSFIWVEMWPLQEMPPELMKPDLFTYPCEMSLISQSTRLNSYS
Active calls of the source: *; i = inactive; ? = inconclusive; / = not tested or not shown; & = joins results of further samples; [ ] = remark or other dose. Unless noted, calls come from the whole dose curve; as a rule, active = well fitted curve in the direction sought with a large enough effect; inconclusive = small, poorly fitted or top-dose-only effect, or another doubt; inactive = no such curve, though single readings can be large; an effect the other way counts as inactive or inconclusive.

Values run as follows: Apoferritin bind	Tb PGK inh	Pol kappa inh	Pol beta inh	Pol eta inh	BLM helicase inh	POLI inh	APE1 inh	RXFP1 antagonist
1. CCOc1ccc(NC(=O)c2cccc3ccccc23)cc1
    -5%	-1%	-3%	0%	2%	-6%	20%	19%	9
2. Cc1nc2ccc(Br)cn2c1NC(C)(C)C
    -9%	5%	-4%	1%	-7%	0%	6%	4%	-3
3. N#Cc1ccsc1NC(=O)CN1CCCCCC1
    -5%	-9%	-2%	-1%	-18%	0%	-8%	1%	5
4. CC1(C)NC(=O)N(CC(O)COc2ccccc2C(=O)Nc2ccccc2)C1=O (stereo not given)
    -1%	-7%	-3%	33%	-12%	-1%	-4%	-3%	-12
5. COc1ccc(C(=O)NCCc2nnc(SCc3nc4ccccc4c(=O)[nH]3)n2C)cc1
    0%	6%	-1%	28%	-14%	2%	8%	11%	-16
6. Cc1cc(C(=O)CSc2nnc(N)s2)c(C)n1CCc1ccc(Cl)cc1
    ?	-5%	-16%	-1%	-11%	-9%	-7%	11%	9
7. COc1ccc(NC(=O)CN2CCC(C)CC2)cc1
    0%	17%	1%	-22%	-10%	0%	2%[58.9 µM]	-1%	-7
8. O=C1c2ccccc2C(=O)N1CCCCN(C(=O)c1cccc([N+](=O)[O-])c1)c1ccc(Cl)cc1
    ?	-2%	-16%	15%	?	-10%	7%	5%	-9
9. CCN1CCN(c2cc(N3CCc4ccccc4C3)c(F)cc2[N+](=O)[O-])CC1
    ?	3%	-7%	2%[57.1 µM]	-15%	-2%	15%	-1%	-115*
10. COC(=O)c1sccc1NC(=O)/C=C/c1ccc(Cl)cc1
    -7%	1%	-4%	7%	-11%	0%	-21%	1%	-1
11. Cc1ccc(NC(=O)c2ncn(CCCNCCCc3ccccc3)n2)cc1C
    /	6%	-22%	/	-7%	/	-10%	/	/
12. O=C(O)c1nccnc1C(=O)Nc1ccc(S(=O)(=O)N2CCOCC2)cc1
    0%	6%	-5%	1%	-2%	0%	-4%	?	-36
13. Cc1cc(NC(=O)COC(=O)c2ccc(NS(=O)(=O)c3ccc(C)c(C)c3)cc2)no1
    -12%	0%	-22%	-3%	-16%	-8%	2%	1%	6
14. COc1ccc(S(=O)(=O)n2nc(OC(=O)c3ccc(C)cc3)cc2N)cc1
    -20%	i	-5%	1%	-12%	-11%	-5%	-5%	-7
15. Cc1oc(-c2ccccc2F)nc1CSCC(=O)N1CCN(c2ccccc2)CC1
    -11%	-4%	4%	-17%	-7%	-2%	20%	/	-39

The last 2 compounds of the section above are carried over, then new ones follow.
Values run as follows: Apoferritin bind	Tb PGK inh	Pol kappa inh	Pol beta inh	Pol eta inh	BLM helicase inh	POLI inh	APE1 inh	RXFP1 antagonist
14. COc1ccc(S(=O)(=O)n2nc(OC(=O)c3ccc(C)cc3)cc2N)cc1
    -20%	i	-5%	1%	-12%	-11%	-5%	-5%	-7
15. Cc1oc(-c2ccccc2F)nc1CSCC(=O)N1CCN(c2ccccc2)CC1
    -11%	-4%	4%	-17%	-7%	-2%	20%	/	-39
16. Cc1ccc(CCC(=O)Nc2nccs2)o1
    -22%	-11%	-7%[60.1 µM]	9%	-6%	1%	10%	-4%	-3
17. CCOC(=O)CSc1nc2cc(C(=O)N3CCC(C(N)=O)CC3)ccc2c(=O)n1-c1ccccc1
    -5%	5%	-6%	-2%	4%	-10%	11%	3%	3
18. C[C@@H](NCCCn1cnc2c(OCc3ccccc3)ncnc21)c1cccc2ccccc12
    /	11%	-5%	/	-7%	/	-10%	/	/
19. CC(C)Nc1nc2ccccc2c(=O)[nH]1
    -3%	-9%	-1%	24%	-18%	-1%	22%	16%	-11
20. Cc1cc(C)c(S(=O)(=O)Nc2ccc(O)cc2)cc1C
    -23%	-9%	-6%	12%	-6%	-2%	8%	-5%	-3
21. O=S(=O)(c1cc(Cl)ccc1Cl)N1CCc2ccccc21
    -8%	-6%	-2%	-15%	-20%	-7%	6%	33%	-10
22. CCOC(=O)c1c(C)[nH]c(C)c1S(=O)(=O)N1CCC(C(=O)N2CCN(c3ccc(F)cc3)CC2)CC1
    -1%	6%	-6%[60.1 µM]	28%	-16%	0%	17%	/	-6
23. CCOC(=O)[C@H]1CCC[C@@H](NS(=O)(=O)c2ccc(NC(C)=O)cc2)C1
    -7%	i	-4%	2%	-14%	2%	-2%	-1%	-2
24. Cc1cccc(CS(=O)(=O)Cc2ccc(C(=O)NCCN3CCCCC3C)o2)c1 (stereo not given)
    -4%	i	-3%	1%	-2%	4%	8%	3%	3
25. Nc1ccccc1SCC(=O)N1CCc2ccccc21
    -7%	-11%	-15%	-21%	-16%	-1%	4%	-5%	10
26. O=C(Nc1ccc(F)cc1)c1cccnn1
    3%	/	-3%	-6%	-5%	-2%	-10%	14%	6
27. O=C(CSc1nc2ccccc2c(=O)n1NC(=O)Cc1ccccc1)NCc1ccccc1
    ?	1%	-17%	-1%	-14%	1%	20%	-4%	-1
28. Cc1ccccc1C(=O)NC(=S)Nc1ccc(Oc2ccc(Cl)cc2)cc1
    -12%	-3%	-3%	18%	-18%	-11%	-3%	4%	-18
29. N#CCc1c(C#N)c(N)nc(N2CCN(C=O)CC2)c1C#N
    -10%	-6%	-18%	9%	-7%	-4%	18%	-3%	6
30. C=CCNC(=O)c1ccc2c3n(nc2c1)-c1ccc(C)cc1CO3
    -4%	-2%	0%	?	-4%	1%	-10%	0%	/
31. O=C(O)CCn1c(=O)sc2ccccc21
    -11%	-1%	-14%	21%	1%	1%	1%	-2%	11
32. COc1ccccc1N1C(=O)CC(N2CCc3ccccc32)C1=O (stereo not given)
    -4%	4%	-28%	?	0%	-4%	?	?	1
33. CC1=C(C(=O)OC2CCCC2)C(c2coc3ccccc3c2=O)C2=C(CCCC2=O)N1 (stereo not given)
    -6%	-9%	1%	13%	-3%	-5%	17%	27%	4
34. Cc1ccc(-n2c(=O)c3c4c(sc3n(Cc3ccccc3F)c2=O)CCC4)cc1C
    -18%	1%	2%	24%	2%	-1%	-2%	/	-6
35. NC(=NCCc1ccccc1)NS(=O)(=O)c1cccs1
    -6%	-8%	2%	1%	-21%	-5%	9%	-3%	0
36. CCN(C(=O)CSc1nc2ccccc2n1Cc1ccc(C(=O)OC)cc1)c1ccccc1
    54%[activator]	-1%	-8%[60.1 µM]	5%	-6%	-5%	-17%	/	/
37. COc1ccc(OC(C)C(=O)NCC2CCCO2)cc1 (stereo not given)
    /	-10%	-9%	/	-17%	/	23%	/	-5
38. CCCn1c2ccccc2c2cnn(CC(=O)NCCCN3CCCCC3)c(=O)c21
    -10%&2%	-5%	14%&0%	5%&-2%	-19%&-9%	-2%&1%	20%&-1%	9%	-1&-11
39. COCCn1c(=O)[nH]c2cc(C(=O)Nc3cccc(C(C)=O)c3)ccc2c1=O
    -1%&-4%	-2%&-5%	-3%&6%	19%&-1%	-5%&7%	0%&1%	135%&-11%[activator]	28%	-6
40. Cc1ccc2ncc(C(=O)NCc3ccccc3Cl)c(=O)n2c1
    -12%	-2%	12%	16%	-5%	-1%	4%	/	-13
41. COc1ccc(Cl)cc1NC(=O)Cn1nnc2sc(-c3ccccc3)cc2c1=O
    -10%	/	-1%	-11%	/	-4%	-7%	/	-3
42. CCOc1ccc(NC(=O)C(=O)N/N=C/c2cccnc2)cc1
    8%	4%	-20%	25%	5%	-2%	9%	-7%	13
43. Cn1c(=O)c(C(=O)NCCO)c(O)c2ccccc21
    -9%	1%	0%	11%	-17%	-3%	30%	13%	-10
44. CCOc1ccccc1NC(=O)c1cc2c(=O)[nH]c3ccccc3c2s1
    -15%	/	-5%	?	/	-10%	3%	/	-7
45. CCN(C(=O)CN1C(=O)COc2ccc(S(=O)(=O)N3CCOCC3)cc21)c1cccc(C)c1
    -2%	-8%	2%	19%	-17%	-2%	27%	/	-3
46. Cc1ccc(NC(=S)c2nc3ccccc3s2)cc1
    -17%	-1%	-5%	10%	0%	-5%	-7%	1%	6
47. COc1ccccc1NS(=O)(=O)c1cccc(C(=O)N2CCCCCC2)c1
    /	6%	-4%	/	2%	/	17%	-8%	-20
48. Cc1ccc(C(C(=O)NCc2ccco2)N(C(=O)Cc2cccs2)c2cccnc2)cc1 (stereo not given)
    -5%	5%	5%	1%	-24%	-4%	71%[activator]	0%	-8
49. CC(=O)c1ccc(NC(=O)C2CCCN(S(=O)(=O)c3ccc(Br)s3)C2)cc1 (stereo not given)
    -13%	-10%	13%	13%	-19%	-6%	9%	/	4
50. O=S(=O)(c1ccccc1)N1CCN(Cc2ccccc2)c2ccccc21
    /	-2%	-12%	/	-18%	/	-4%	/	3
51. CCOc1ccc(-c2ccc(SCC)nn2)cc1
    -13%	?	-2%	12%	-24%	-2%	45%[activator]	-2%	-11
52. CC1(C)OC(=O)N(CCc2ccccc2)C1(C)O (stereo not given)
    -1%	-9%	-4%	11%	-14%	0%	-1%	-4%	-11
53. CCCCCCSC1=C(C#N)C(=O)NC2(CCCCC2)S1
    ?	-4%	-4%	?	-8%	-10%	-18%	0%	-8
54. COc1ccc(C(=O)N(c2ccccc2)C2C=CS(=O)(=O)C2)cc1 (stereo not given)
    -7%	-5%	-8%	2%	-4%	3%	10%	3%	3
55. COc1ccc(CCNC(=O)c2oc(=O)c3ccccc3c2-c2ccccc2)cc1OC
    -4%	i	3%[60.1 µM]	?	-3%	-5%	1%	/	-25
56. Cc1cnc(NC(=O)C2(c3ccccc3)CC2)s1
    ?	-12%	11%	8%	-16%	0%	-24%	0%	-4
57. CCCCNc1oc(-c2ccc(COc3ccc(OC)cc3)o2)nc1C#N
    131%[activator]	6%	-9%	15%	-12%	-5%	37%[activator]	/	-20

Screening results: PubChem BioAssay, National Center for Advancing Translational Sciences (NCATS)

These rows are one share of the data (hit frequency here may not be typical).
